# Screening data deposited in PubChem BioAssay by several laboratories.
# GSK3A inh: blocks human GSK-3 alpha kinase; 320,000 compounds, 0.1% hits; inhibition, % at 10 µM; P49840; AID 2650; ADP-Glo luminescence, 60 min;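 in the data active = inhibition above about 50%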;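 also: GST-tagged GSK-3 alpha with peptide substrate and 25 µM ATP; 0% = DMSO neutral wells and 100% = GW8510 positive control wells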
# HDAC3 inh: inhibitors of human histone deacetylase 3; O15379; recombinant HDAC3, fluorogenic peptide/trypsin coupled, fluorescence; inhibition, % at 8.3 µM; 320,000 compounds, 0.15% hits; AID 2718; in the data active = inhibition above about 26%, passing the limit was not always enough
# RGS4 act: RGS4 potentiation or activation; HEK293 M3R/inducible RGS4, carbachol calcium flux Fluo4; hits give low values; B-score at 10 µM; 310,000 compounds, 0.92% hits; AID 463111;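 active = B-score of the integrated calcium signal more than 4 SD below the library mean, with starting fluorescence not abnormally high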;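 also: negative B-score means reduced calcium response which marks RGS4 activation or potentiation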
#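 test system = HEK293 cells with stable M3R and inducible RGS4 | schedule = recording 10 s baseline at 1 Hz, 100 s post-agonist | technique = Fluo4-AM (2 µM) calcium-flux fluorescence, kinetic read | measure = Agonist-evoked peak-minus-minimum fluorescence over baseline, integrated ratio, B score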
# KCNK3 block: human KCNK3 channel inhibition, primary screen. O14649. CHO-KCNK3 thallium flux, FluxOR fluorescence; hits give low values. B-score at 10 µM. 340,000 compounds, 0.84% hits. AID 602410;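 active = B-score under library mean minus 4 SD, starting fluorescence ratio at most library mean plus 5 SD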;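 also: more negative B-score means stronger inhibition of thallium flux through KCNK3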
# Target sequence (O14649 whole entry, looked up): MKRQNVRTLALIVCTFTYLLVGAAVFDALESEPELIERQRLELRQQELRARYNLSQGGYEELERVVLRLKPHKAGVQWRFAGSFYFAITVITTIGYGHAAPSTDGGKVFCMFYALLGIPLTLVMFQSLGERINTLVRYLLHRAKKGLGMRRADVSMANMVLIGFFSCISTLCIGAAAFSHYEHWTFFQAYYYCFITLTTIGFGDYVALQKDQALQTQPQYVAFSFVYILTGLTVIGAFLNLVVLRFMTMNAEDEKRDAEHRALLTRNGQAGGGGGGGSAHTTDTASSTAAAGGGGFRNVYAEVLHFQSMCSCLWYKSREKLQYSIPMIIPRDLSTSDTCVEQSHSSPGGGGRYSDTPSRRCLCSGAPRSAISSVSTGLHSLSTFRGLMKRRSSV
# PolyA inhibitor: blocks polyadenylation in yeast reporter cells; calls only at 12 µM; S. cerevisiae SKY197-pL101 polyadenylation reporter, beta-gal luminescence; efflux-impaired pdr1/pdr3 knockout yeast; score 100 = 6 SD above DMSO; AID 1875; 300,000 compounds, 0.02% hits;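 active = lowest replicate activity score at least 50, where 100 means six control SD above control mean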;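 also: yeast exposed to compound for 9 h at 30 °C; higher score means more reporter readthrough which indicates perturbed polyadenylation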
# DYRK1A inh: Dyrk1A (rat) kinase inhibition | inhibition, % at 12.5 µM | 310,000 compounds, 0.43% hits | Q63470 | ADP-Glo luminescence, NFATc1 peptide; in the data active = inhibition above about 50%;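 also: plate controls were vehicle with enzyme for no effect and no enzyme for full effect; many of its hits are not listed in these tables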
# KCNQ1 pot: human KCNQ1 channel potentiation or activation; P51787; CHO-K1 KCNQ1, thallium flux FluxOR fluorescence; hits give high values; B-score at 10 µM; 310,000 compounds, 0.35% hits;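 active = fluorescence ratio B-score, a plate-corrected score, at least three library SD, with initial intensity B-score within 5 SD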
# Target sequence (P51787 whole entry, looked up): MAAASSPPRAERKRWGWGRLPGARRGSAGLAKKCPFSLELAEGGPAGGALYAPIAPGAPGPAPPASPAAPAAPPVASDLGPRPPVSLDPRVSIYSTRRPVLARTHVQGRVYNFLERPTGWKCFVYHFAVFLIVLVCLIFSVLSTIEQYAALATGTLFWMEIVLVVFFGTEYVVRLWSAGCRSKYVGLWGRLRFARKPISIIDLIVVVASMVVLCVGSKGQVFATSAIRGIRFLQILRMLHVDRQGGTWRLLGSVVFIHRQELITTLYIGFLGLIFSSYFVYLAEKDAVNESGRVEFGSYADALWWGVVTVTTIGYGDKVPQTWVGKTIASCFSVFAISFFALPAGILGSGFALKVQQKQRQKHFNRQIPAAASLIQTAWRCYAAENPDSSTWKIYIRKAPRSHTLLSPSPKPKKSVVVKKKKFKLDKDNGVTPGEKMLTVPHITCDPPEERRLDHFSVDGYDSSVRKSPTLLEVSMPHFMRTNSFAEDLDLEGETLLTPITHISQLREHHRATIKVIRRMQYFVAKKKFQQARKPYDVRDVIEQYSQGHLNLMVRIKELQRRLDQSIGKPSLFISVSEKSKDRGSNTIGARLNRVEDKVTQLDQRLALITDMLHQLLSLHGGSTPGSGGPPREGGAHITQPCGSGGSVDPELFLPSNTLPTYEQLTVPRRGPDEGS
#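 Assay system: CHO-K1 cells stably expressing KCNQ1; Medium: assay buffer with matched DMSO; Also added: K+/Tl+ depolarizing stimulus; Dosing: single dose; Timing: dye 90 min, compound 20 min, room temperature; Measured by: kinetic FluxOR thallium fluorescence, 10-s 1-Hz baseline, 110-s post-stimulus read; Read-out: peak-minus-minimum fluorescence over initial fluorescence, negative-control normalized, B-scored.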
# hERG protect: hERG (human) protection from proarrhythmic block; 310,000 compounds, 0.51% hits; activation (rescue from dofetilide block), less the hit threshold, % at 10 µM; CHO-hERG, FluxOR thallium flux, dofetilide IC70 present; Q12809; AID 1511;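 active = activation above the mean of controls blocked by dofetilide plus 5 SD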;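 also: thallium influx through hERG after potassium depolarization seen as dye fluorescence rise; in these data hits start at about 4.7%; inactives centre near -7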
# KCNK9 block: inhibitors of human KCNK9 two-pore domain potassium channel; HEK293 KCNK9, FluxOR thallium flux fluorescence; hits give low values; B-score at 10 µM; 310,000 compounds, 1.2% hits; AID 488922;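 active = ratio B-score over 3 SD below the library mean, with starting fluorescence within 5 SD of its mean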;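 also: negative B-score means less thallium flux so channel inhibition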
# GSK3beta inhib: blocks human GSK3beta kinase activity; 300,000 compounds, 0.038% hits; AID 2097; P49841; GST-GSK3beta kinase, ADP-Glo luminescence, 60 min; hits give low values; activity score (negative = inhibition), % at 10 µM;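 active = more than half of replicate wells score below -50%, meaning over 50% inhibition versus plate controls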;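 also: 0% = median DMSO wells and -100% = median GW8510 positive control wells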
#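 Test system: GST-fused GSK3beta enzyme, cell-free | Quantity: 1.6 ng GST-GSK3beta enzyme per well | Reagent: 25 µM ATP with peptide substrate | Schedule: 60 min enzyme reaction, room temperature | Signal: Luminescent ADP-Glo measurement of ADP formed | Read-out basis: Score relative to plate controls | Control set: DMSO and 20 µM GW8510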
# KCNQ1 block: inhibitors of human KCNQ1 potassium channel; CHO-K1 KCNQ1, FluxOR thallium flux fluorescence; hits give high values; 310,000 compounds, 1.3% hits; B-score at 10 µM; P51787;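 active = compounds whose thallium flux B-score, printed positive for inhibition, exceeds three library SD while starting fluorescence stays within three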;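 also: channel opened by potassium depolarization with thallium stimulus after 20 min compound exposure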
# Starred values were filed as active, the others as inactive; i = inactive; . = no result given.
SMILES,GSK3A inh,HDAC3 inh,RGS4 act,KCNK3 block,PolyA inhibitor,DYRK1A inh,KCNQ1 pot,hERG protect,KCNK9 block,GSK3beta inhib,KCNQ1 block
CCOC(=O)CNc1ccc2c(c1)OCO2,2,2,i,i,i,3,i,-12,i,1,i
CCOC(=O)c1cc(C#N)c(=S)[nH]c1C,-1,.,i,i,i,-2,i,-11,i,0,i
COc1cc(C(=S)N2CCOCC2)ccc1OC(=O)c1ccccc1,0,-2,i,i,i,-3,i,-13,i,-6,i
COc1ccc(C2CC(c3cccs3)=NN2C(=O)CSc2nc3c(cnn3-c3ccccc3)c(=O)[nH]2)cc1 (configuration not stated),0,-20,i,i,i,-3,i,-16,i,-4,6*
Cc1cccc2c1NC(C)CC2C (configuration not stated),0,4,i,i,i,-4,i,-6,i,.,i
CC1(C)CC(=O)C/C(=N\NC(=O)C2C3CCCCC32)C1 (configuration not stated),2,0,i,i,i,2,i,-6,i,1,i
O=C(Cn1cnc2ccccc21)c1ccc(Br)cc1,.,.,i,i,i,4,i,-11,i,1,i
CCn1ncc(C(=O)Nc2ccc(F)cc2)c1C,1,6,i,i,i,4,i,-6,i,0,i
CCOc1cc(C(=S)N2CCCCC2)ccc1OS(=O)(=O)c1ccc(Cl)cc1,.,2,i,i,i,3,i,-13,i,0,i
Cc1sc(NC(=O)c2cccc([N+](=O)[O-])c2)c(C(N)=O)c1-c1ccc(C(C)(C)C)cc1,-1,-2,i,i,i,-1,i,-12,i,1,i
C[C@H](NC(=O)C1CC(=O)N(c2ccc3c(c2)OCO3)C1)C(=O)NC1CCCC1 (some centres not stated),-2,-7,i,i,i,-4,i,-4,i,3,i
CSc1ccc(/C=C(/NC(=O)c2ccccc2)C(=O)N2CCN(C)CC2)cc1,-2,1,i,i,i,-5,i,-10,i,4,i
Cc1c(C(=O)Nc2c(C)n(C)n(-c3ccccc3)c2=O)oc2ccccc12,1,.,i,i,i,1,i,-10,i,0,i
C/[N+]([O-])=C\c1ccc([N+](=O)[O-])o1,1,-1,i,i,i,4,i,-14,i,4,i
CCc1ccc(NC(=O)c2cccc(C(=O)Nc3ccc(CC)cc3)n2)cc1,-2,0,i,i,i,4,i,-14,i,1,i
Cc1ccc2[nH]c3c(c2c1)CCCC3=O,-4,-5,i,i,i,6,i,-1,i,-2,i
O=S(=O)(NCc1cn2ccsc2n1)c1ccc(Oc2ccccc2)cc1,3,5,i,i,i,11,i,-6,i,3,i
O=C(COC(=O)/C=C/c1ccc(F)cc1)Nc1ccc(Cl)cn1,-4,10,i,i,i,-8,i,-7,i,1,i
Cc1ccccc1NC(=O)NCc1ccc2c(c1)OCO2,-3,-1,i,i,i,0,i,-6,i,0,i
Cc1nc(CN2CCN(C(=O)c3ccc(Br)cc3)CC2)cs1,0,4,i,i,i,-6,i,-6,i,0,i
Cc1ccc(S(=O)(=O)NNC2=NCCCCC2)cc1,-3,-3,i,i,i,-3,i,-6,i,7,i
O=C(NC1CCNCC1)C1CC1,0,-2,i,i,i,5,i,-10,i,2,i
CC(=O)Oc1cccc(-c2nc3ccccc3c(=O)o2)c1,2,16,i,i,i,9,i,-19,i,-4,i
CCn1cc(C(=O)O)c(=O)c2cc(F)c(N3CCN(C(=S)NC(=O)c4ccccc4)CC3)cc21,-3,-6,i,i,i,-1,i,-10,i,-1,i
Cc1ccc2c(c1)-c1c(cnn1CC(=O)O)CO2,2,0,i,i,i,3,i,-2,i,2,i
# Additional compounds follow.
SMILES,GSK3A inh,HDAC3 inh,RGS4 act,KCNK3 block,PolyA inhibitor,DYRK1A inh,KCNQ1 pot,hERG protect,KCNK9 block,GSK3beta inhib,KCNQ1 block
Cc1cc(N2CCN(Cc3ccc4c(c3)OCO4)CC2)n2ncnc2n1,5,1,i,i,i,-3,i,-14,i,-2,i
COc1cccc(NC(=O)COC(=O)c2ccccc2C(=O)N2CCN(c3ccccc3)CC2)c1,5,-2,i,i,i,6,i,-16,i,3,i
CCOCCCNC(=O)c1c[nH]c2cc(C)ccc2c1=O,-1,8,i,i,i,5,i,-14,i,1,i
COC(=O)Cn1ncc2c(C)n(Cc3ccccc3)c(C)c2c1=O,2,.,i,i,i,-6,i,-5,i,1,i
CCOc1ccc(N(CC(=O)Nc2c(C)n(C)n(-c3ccccc3)c2=O)S(=O)(=O)c2ccc(F)cc2)cc1,-4,3,i,i,i,-2,i,-8,i,-2,i
COc1ccc(CNC(=O)c2ccc(CS(=O)(=O)c3ccccc3C)o2)cc1,-1,-6,i,i,i,34,i,-7,i,1,i
O=C(O)CC1(CC(=O)Nc2ccc3c(c2)C(=O)OC3)CCCCC1,0,-4,i,i,i,.,i,-13,i,1,i
COc1ccc(NC(=O)CSCC(=O)NCCc2ccccn2)cc1,14,1,i,i,i,.,i,0,i,1,i
CN(CC(=O)NC(=O)NCc1ccccc1)Cc1cccc(Cl)c1Cl,.,.,i,i,i,-2,i,0,i,-4,i
COCCNC(=O)CS(=O)Cc1nc(-c2ccc(OC)cc2)oc1C (configuration not stated),-2,2,i,i,.,4,i,-1,i,0,i
O=C(COc1ccc(Cl)cc1)NC1CCSC1=O (configuration not stated),.,-4,i,i,i,6,i,-3,i,-2,i
COc1ccc(NC(=O)CN2CCN(CC#N)CC2)cc1,-1,10,i,i,i,14,i,-2,i,0,i
O=C(O)[C@@H](O)c1ccccc1,.,.,i,i,i,3,i,-5,i,1,i
COCc1ccc(C(=O)N2CCC(CCC(=O)Nc3cccc(C)c3)CC2)s1,-1,4,i,i,i,-1,i,-5,i,0,i
CCCn1nnnc1SCC(=O)NNC(=O)c1ccco1,-3,-3,i,i,i,-6,i,-14,i,1,i
CCc1ccc(OC(C)C(=O)Nc2ccc(S(=O)(=O)Nc3nccs3)cc2)cc1 (configuration not stated),-3,5,i,i,i,-7,i,-9,i,2,i
CN1CCN(c2ccccc2NC(=O)c2ccc(-c3ccccc3[N+](=O)[O-])o2)CC1,36,-3,i,i,i,35,i,-20,i,1,i
Cc1ccc2c(c1)c1c(n2CC(O)CN2C(=O)CNC2=O)C(=O)CCC1 (configuration not stated),0,-4,i,i,i,-6,i,-9,i,-1,i
O=C1CC(C(=O)Nc2ccccc2)N=C(N2CCOCC2)N1 (configuration not stated),-3,-1,i,i,i,-2,i,-6,i,3,i
Cc1cc(C)nc(NC=C2C(=O)OC(C)(C)OC2=O)n1,-2,6,i,i,i,1,i,-3,i,4,i
CC(C)C[C@H](N)c1nnc(S(=O)(=O)Cc2ccc(F)cc2)o1,-1,-4,i,i,i,2,i,-10,i,0,i
Cc1cc(C)c2nc(NCCCNC(=S)NCCCN(C)C)c(C#N)cc2c1,21,.,i,i,i,.,i,-20,i,-8,i
S=C1NC2(CCS1)Oc1ccccc1C1CC(c3ccccc3)=NN12 (configuration not stated),.,.,i,.,i,.,i,-5,i,1,i
COc1ccc(/C=N/NC(=O)c2ccncc2)cc1CN1CCCc2ccccc21,-2,4,i,i,i,-4,i,2,i,0,i
CN(C(=O)COC(=O)c1ccc(Cl)cc1N)C1CCS(=O)(=O)C1 (configuration not stated),-2,-7,i,i,i,-1,i,-7,i,3,i
# Next part
SMILES,GSK3A inh,HDAC3 inh,RGS4 act,KCNK3 block,PolyA inhibitor,DYRK1A inh,KCNQ1 pot,hERG protect,KCNK9 block,GSK3beta inhib,KCNQ1 block
COc1cc(OC)cc(-c2nnc(SCC(=O)N3CCCC3)o2)c1,0,-2,i,i,i,6,i,-5,i,5,i
Cc1cc([N+](=O)[O-])nn1Cc1noc(C(=O)NCCCn2ccnc2)n1,-2,-1,i,i,i,-2,i,-5,i,4,i
CCc1nnc(NC(=O)CSCc2cc(=O)n3ccsc3n2)s1,0,4,i,i,i,-4,i,-5,i,-2,i
NC(=O)c1ccsc1NC(=O)COC(=O)C1CCCN1C(=O)c1cccs1 (configuration not stated),4,6,i,.,i,.,i,-7,i,0,i
CC(Oc1ccc(Cl)cc1Cl)C(=O)NC1CCSC1=O (configuration not stated),1,6,i,i,i,-2,i,-10,i,0,i
COc1ccc(NC(=O)C(NC(=O)c2ccc(=O)[nH]c2)c2ccccc2)cc1 (configuration not stated),-1,2,i,i,i,4,i,1,i,4,i
COc1ccc(Cn2c(C)cc3c(c2=O)C(c2cccs2)C(C#N)=C(N)O3)cc1OC (configuration not stated),-1,2,i,i,i,-1,i,-6,i,1,i
c1ccc(Cn2c(CNc3nc4ccccc4n3CCN3CCOCC3)nc3ccccc32)cc1,-1,1,i,i,i,9,i,-15,i,-1,i
NC(=O)C1(N2CCCCC2)CCN(C(=S)Nc2ccccc2)CC1,0,-1,i,i,i,-3,i,-6,i,3,i
CC1(C)C2CCC1(C)C(NC1=NCCC1)C2 (configuration not stated),0,4,i,i,i,1,i,-5,i,.,i

# Sorted by SMILES length (descending): 7 of the compounds above
SMILES,GSK3A inh,HDAC3 inh,RGS4 act,KCNK3 block,PolyA inhibitor,DYRK1A inh,KCNQ1 pot,hERG protect,KCNK9 block,GSK3beta inhib,KCNQ1 block
COc1ccc(Cn2c(C)cc3c(c2=O)C(c2cccs2)C(C#N)=C(N)O3)cc1OC (configuration not stated),-1,2,i,i,i,-1,i,-6,i,1,i
COc1ccc(NC(=O)C(NC(=O)c2ccc(=O)[nH]c2)c2ccccc2)cc1 (configuration not stated),-1,2,i,i,i,4,i,1,i,4,i
Cc1cc([N+](=O)[O-])nn1Cc1noc(C(=O)NCCCn2ccnc2)n1,-2,-1,i,i,i,-2,i,-5,i,4,i
NC(=O)c1ccsc1NC(=O)COC(=O)C1CCCN1C(=O)c1cccs1 (configuration not stated),4,6,i,.,i,.,i,-7,i,0,i
COc1cc(OC)cc(-c2nnc(SCC(=O)N3CCCC3)o2)c1,0,-2,i,i,i,6,i,-5,i,5,i
CCc1nnc(NC(=O)CSCc2cc(=O)n3ccsc3n2)s1,0,4,i,i,i,-4,i,-5,i,-2,i
CC(Oc1ccc(Cl)cc1Cl)C(=O)NC1CCSC1=O (configuration not stated),1,6,i,i,i,-2,i,-10,i,0,i

# This is a subset; count on the stated rates, not on these rows.
